CHRM4 antagonist = antagonists of human muscarinic M4 receptor (CHRM4); P08173; CHO-hM4 cells, ACh EC80, Fluo-8 calcium fluorescence; inhibition, % at 3 µM; 360,000 tested, 0.73% active; AID 624125;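 active means inhibition above its plate's cutoff, the mean inhibition of sample wells plus 3 SD, cut at about 27% in these data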;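 further: 0% = acetylcholine EC80 with DMSO and 100% = DMSO without agonist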
Target sequence (P08173 whole entry, looked up): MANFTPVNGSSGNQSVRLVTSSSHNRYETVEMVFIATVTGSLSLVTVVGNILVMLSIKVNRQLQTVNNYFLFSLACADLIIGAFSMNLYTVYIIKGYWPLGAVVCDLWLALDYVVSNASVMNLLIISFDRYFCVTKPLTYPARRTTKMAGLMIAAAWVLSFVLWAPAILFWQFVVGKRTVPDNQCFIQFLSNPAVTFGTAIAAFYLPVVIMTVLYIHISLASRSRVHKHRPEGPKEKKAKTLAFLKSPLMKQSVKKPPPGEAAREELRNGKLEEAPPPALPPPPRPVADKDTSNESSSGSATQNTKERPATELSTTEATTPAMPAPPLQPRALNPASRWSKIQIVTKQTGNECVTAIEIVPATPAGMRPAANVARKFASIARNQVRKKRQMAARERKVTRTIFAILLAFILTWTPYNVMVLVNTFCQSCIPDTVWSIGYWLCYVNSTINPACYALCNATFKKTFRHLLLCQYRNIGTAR
CHRM5 agonist = agonists of human muscarinic M5 receptor (CHRM5). P08912. CHO-K1 hM5 cells, Fluo-8 calcium fluorescence; 0% DMSO wells, 100% maximal acetylcholine response. activation, % at 3 µM. 360,000 tested, 0.19% active;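 active means activation above the run's mean over test compounds plus 3 SD, cut at about 23% in these data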;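 further: signal is peak over basal fluorescence ratio across the kinetic read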
CHRM5 antagonist = blocks acetylcholine activation of human M5 receptor; 360,000 tested, 0.59% active; CHO-hM5 cells, Fluo-8 calcium fluorescence, ACh EC80; inhibition, % at 3 µM; AID 624040;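 active means inhibition above a per-plate cutoff, the mean of that plate's test compounds plus 3 SD, cut at about 27% in these data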;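 further: 0% = acetylcholine EC80 with DMSO and 100% = DMSO without agonist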
CHRM1 PAM = human CHRM1 positive allosteric modulation | P11229 | CHO-K1 hM1, Fluo-8 calcium fluorescence, ACh EC20; 0% = ACh EC20, 100% = maximal ACh | activation, % at 3 µM | 360,000 tested, 0.088% active | AID 588819; in the data active means activation above about 19%, passing the limit was not always enough
Target sequence (P11229 whole entry, looked up): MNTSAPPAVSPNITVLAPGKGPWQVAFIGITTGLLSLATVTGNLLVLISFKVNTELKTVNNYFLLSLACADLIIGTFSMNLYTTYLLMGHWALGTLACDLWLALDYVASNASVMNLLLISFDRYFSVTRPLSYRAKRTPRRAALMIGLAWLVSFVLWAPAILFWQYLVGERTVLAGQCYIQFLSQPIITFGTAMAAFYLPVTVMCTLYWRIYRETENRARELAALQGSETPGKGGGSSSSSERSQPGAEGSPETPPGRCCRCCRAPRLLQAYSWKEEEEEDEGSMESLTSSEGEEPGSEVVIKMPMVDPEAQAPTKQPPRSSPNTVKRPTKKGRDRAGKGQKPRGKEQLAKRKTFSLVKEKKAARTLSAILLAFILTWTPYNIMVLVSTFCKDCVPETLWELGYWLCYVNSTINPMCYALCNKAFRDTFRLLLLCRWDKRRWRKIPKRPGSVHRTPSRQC
TAAR1 agonist = human TAAR1 agonism; activation, % at 3 µM; 360,000 tested, 0.99% active; CHO RD-HGA16 TAAR1, Fluo-8 calcium fluorescence; vehicle wells 0%, saturating PEA agonist 100%; Q96RJ0; AID 624467;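 active means activation above the mean activation of all test compounds in the run plus 3 SD, cut at about 38% in these data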
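System: CHO-derived RD-HGA16 cells with stable Gα16 and human TAAR1. Times: 17-24 h plating, Fluo-8 75 min 37 °C, 30 min RT. Measured by: calcium-sensitive Fluo-8 signal, excitation 470-495, emission 515-575 nm. Read-out basis: % activation relative to PEA EC100 response. Control set: DMSO and PEA EC100. Repeats: no replicates (n 1).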
M5 PAM = potentiates acetylcholine response at human M5 receptor; P08912; CHO-K1 hM5, Fluo-8 calcium, ACh EC20 PAM; 0% = ACh EC20, 100% = ACh EC100; activation, % at 3 µM; 360,000 tested, 0.3% active; AID 624038;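 active means activation above the run cutoff, the mean activation of all test compounds plus 3 SD, cut at about 18% in these data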
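Replicates: One well per compound, no replicates | System: Human M5 receptor in CHO-K1 cells | Benchmarks: Low control EC20 acetylcholine (0%), high control EC100 acetylcholine (100%) | Probe or stimulus: Acetylcholine, EC20 level | Times: Fluo-8 loading 80 min at 37 °C plus 30 min room temperature | Signal: Intracellular calcium via Fluo-8 fluorescence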
M1 ag = human M1 muscarinic receptor agonism. activation, % at 3 µM. CHO-K1 hM1, Fluo-8 calcium fluorescence, agonist mode; 0% DMSO, 100% acetylcholine EC100. 360,000 tested, 0.33% active;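 active means activation above the run's mean compound activation plus 3 SD, cut at about 16% in these data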;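 further: peak over basal fluorescence ratio within a 140 s kinetic read after compound addition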
M4 ag = CHRM4 agonism in calcium assay; P08173; 360,000 tested, 0.14% active; CHO-K1 hM4/Gqi5, Fluo-8 calcium fluorescence; vehicle 0%, full acetylcholine response 100%; AID 624127; activation, % at 3 µM;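 active means activation above the run mean over all test wells plus 3 SD, cut at about 32% in these data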;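 further: peak over basal fluorescence ratio per well then scaled between controls; 0% = DMSO wells and 100% = acetylcholine at EC100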
CHRM1 antagonist = blocks human M1 muscarinic receptor; P11229; CHO-K1 hM1, Fluo-8 calcium fluorescence, ACh EC80 antagonist; inhibition, % at 3 µM; 360,000 tested, 1.3% active;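 active means percent inhibition above its own plate's cutoff, namely the mean of that plate's compound wells plus 3 SD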;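 further: peak over basal fluorescence ratio during 140 s after agonist addition; 0% = ACh EC80 plus DMSO and 100% = DMSO alone without agonist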
Active calls of the source: *; . = no result given; & = joins results of further samples. Only part of the results is shown; the hit share may differ from the screen's.

CHRM4 antagonist	CHRM5 agonist	CHRM5 antagonist	CHRM1 PAM	TAAR1 agonist	M5 PAM	M1 ag	M4 ag	CHRM1 antagonist	Molecule
7	-5	-4	3	6	4	-5	1	-2	COc1ccc(CN2CCN(c3ccccn3)CC2)c(OC)c1
6	-1	12	7	3	-4	-3	1	-15	CCOC(=O)CSc1nnc(NC(=O)C2CC(=O)N(c3ccc(F)cc3)C2)s1 (stereo not drawn)
1	-13	3	5	4	6	-5	1	-2	Cc1ccc(C(NC(=O)NCCCN2CCOCC2)=C(Cl)Cl)cc1F
5	14	0	-7	5	12	-3	0	22	CCN(C(=O)COC(=O)c1ccccc1NCc1ccco1)c1c(N)n(Cc2ccccc2)c(=O)[nH]c1=O
-9	-4	-5	3	0	1	-6	1	-5	CC1Nc2nc(N(C)C)[nH]c(=O)c2NC1C (stereo not drawn)
0	-3	-3	-3	-4	-2	-5	0	12	O=C(CSc1nnc(-c2ccncc2)n1Cc1ccccc1)NC1CCCCC1
-23	-3	-12	7	1	5	-6	2	-3	COc1ccc(S(=O)(=O)Nc2cc(C(=O)NCCC(C)C)ccc2N2CCOCC2)cc1
23	-1	-3	6	3	6	-3	0	-3	Cc1onc(-c2ccccc2)c1C(=O)NCc1cccnc1
8	3	5	6	-1	-2	0	0	-3	CC(=O)Nc1ccc(NC(=O)C(C)OC(=O)c2c(NC(C)=O)sc(C)c2C)cc1 (stereo not drawn)
1	-5	-4	-5	2	-4	-8	2	11	C=CCn1c(SCc2csc(-c3ccc(Cl)cc3)n2)nnc1-c1ccccc1OC
5	5	9	1	1	2	-2	0	2	O=[N+]([O-])c1cc(S(=O)(=O)N2CCCCC2)ccc1NCCN1CCOCC1
-24	0	-1	-2	6	0	-5	4	6	Cc1ccc(NC(=O)CSc2nnc(COc3ccccc3F)n2N)cc1S(=O)(=O)N1CCOCC1
-2	1	-2	-2	2	-3	-4	1	2	COC(=O)c1scc(C)c1-n1ccc(C(=O)C(=O)N(C)C)c1
-2	-1	9	1	0	-4	-7	7	-2	O=C(c1ccccc1)N1CCN(c2ccc([N+](=O)[O-])c(NCC3CCCO3)c2)CC1 (stereo not drawn)
-3	0	5	16	9	-10	-1	7	-18	COc1ccc(OCCCC(=O)Nc2cc(S(=O)(=O)N3CCCCC3)ccc2C)cc1
10	-2	6	6	-4	-2	-4	-1	-9	CCOC(=O)CSC1=C(C#N)C(c2ccc(C)cc2)C2=C(CCCC2=O)N1 (stereo not drawn)
0	2	-5	4	0	-9	-4	1	-10	Cc1noc(C)c1C(=O)OC(C)C(=O)c1ccc(C(C)(C)C)cc1 (stereo not drawn)
9&-4	-7&-3	6&0	-3&-5	14&4	-1&-2	-10&-11	0&1	-1&2	CCC1Nc2ncnc(N3CCCCC3)c2N(Cc2ccc(OC)cc2)C1=O (stereo not drawn)
-2	-2	-6	13	1	8	-4	0	-17	COc1ccc(CNC(=O)C2CCCN(S(=O)(=O)c3ccc(-n4cnnn4)cc3)C2)cc1 (stereo not drawn)
-8	4	-3	13	2	3	8	3	3	CC(C)(C)c1nnc(NC(=O)COc2ccc3c(c2)OCO3)s1
7	1	-5	10	3	1	-2	0	-4	CC(C)(C)NC(=O)c1ccc2nccnc2c1
4	-6	5	-3	0	-4	-1	1	-17	COc1ccc(/C=N/N2CCN(c3ccncc3S(=O)(=O)N3CCCCC3)CC2)cc1
0	2	-1	2	5	1	-1	1	1	CCOC(=O)C1CCN(C(=O)c2cc(S(=O)(=O)N3CCOCC3)ccc2C)CC1
-8	-3	-3	-2	6	1	-1	0	-8	O=C1NCCCC1C(=O)Nc1ccccn1 (stereo not drawn)
-7	-2	-2	4	2	-5	-3	1	-10	Cc1cccc(/C=C2\Oc3cc(OS(C)(=O)=O)ccc3C2=O)c1
6	-2	-14	11	7	1	-6	1	-3	O=C(O)c1ccc(CNC(=O)c2ccc(C(F)(F)F)cc2)cc1
-5	0	1	11	2	0	-1	1	-7	COc1ccccc1OCc1ccc(C(=O)NCC(C)C)o1
6	-5	-5	-13	0	7	-6	-2	7	Cc1ccccc1CNC(=O)C1CCCN(c2nnc(C)c3c(C)n(-c4ccccc4)nc23)C1 (stereo not drawn)
4	-5	7	6	1	-1	-7	0	-8	CN1CCN(C(=S)SCC(=O)N2CCCc3ccccc32)CC1
7	-2	8	5	1	-2	-2	0	-8	CCC(=O)Nc1cc(C(=O)OCc2ccc(C(=O)Oc3ccccc3)cc2)ccc1C

5 entries out of the list, ordered by length of the SMILES, falling.
CHRM4 antagonist	CHRM5 agonist	CHRM5 antagonist	CHRM1 PAM	TAAR1 agonist	M5 PAM	M1 ag	M4 ag	CHRM1 antagonist	Molecule
4	-6	5	-3	0	-4	-1	1	-17	COc1ccc(/C=N/N2CCN(c3ccncc3S(=O)(=O)N3CCCCC3)CC2)cc1
0	2	-1	2	5	1	-1	1	1	CCOC(=O)C1CCN(C(=O)c2cc(S(=O)(=O)N3CCOCC3)ccc2C)CC1
7	-2	8	5	1	-2	-2	0	-8	CCC(=O)Nc1cc(C(=O)OCc2ccc(C(=O)Oc3ccccc3)cc2)ccc1C
6	-2	-14	11	7	1	-6	1	-3	O=C(O)c1ccc(CNC(=O)c2ccc(C(F)(F)F)cc2)cc1
7	1	-5	10	3	1	-2	0	-4	CC(C)(C)NC(=O)c1ccc2nccnc2c1

(next part)
CHRM4 antagonist	CHRM5 agonist	CHRM5 antagonist	CHRM1 PAM	TAAR1 agonist	M5 PAM	M1 ag	M4 ag	CHRM1 antagonist	Molecule
-3	1	8	9	4	4	-4	1	-10	O=C(CNS(=O)(=O)c1ccc(Cl)cc1)NNC(=O)c1cccnc1
-1	-1	-6	-1	12	-3	-2	5	-15	O=C(COc1ccc(Cl)cc1)NCc1nnc(SCC(=O)c2ccccc2)o1
0	0	5	5	4	6	-3	8	-7	Cc1c(C(=O)OCC(=O)N2CC(C)CC(C)C2)oc2ccccc12 (stereo not drawn)
0	-1	-2	4	4	13	-2	1	-11	Cn1c(=O)c2[nH]c(NN=Cc3ccc(Br)cc3)nc2n(C)c1=O
0	-8	2	4	7	14	-6	1	-1	O=C(Nc1ccc(NC(=O)C23CC4CC(CC(C4)C2)C3)cn1)c1ccco1
-2	-4	-13	0	7	2	-5	4	2	Cc1ccccc1CN1CCC(n2nccc2NC(=O)CCCc2ccccc2)CC1
0	-2	2	8	3	1	-2	1	-10	O=C(NCCCN1CCOCC1)c1cnccn1
2	3	7	-3	-1	-5	-1	1	6	CC(=O)NC(CCS(C)(=O)=O)C(=O)Nc1nc(C)cs1 (stereo not drawn)
8	-1	2	-1	10	4	-13	1	-1	Cc1ccc(C(=O)N2CCC(Cc3ccccc3)CC2)cc1[N+](=O)[O-]
6	-2	6	-2	1	-2	-5	0	4	CCN1CCN(CCNC(=O)c2ccc(CS(=O)(=O)c3ccccc3C)o2)CC1
6	-1	-6	10	4	-2	-4	0	-1	CCN(CC)S(=O)(=O)c1cccc(C(=O)Nc2nnc(C)s2)c1
-3	-1	-2	1	0	0	-1	1	0	CCC(CC)C(=O)NCCc1cc2c(OC)ccc(OC)c2[nH]c1=O
-2	-1	11	10	5	-6	-2	0	-1	Cc1cccc(S(=O)(=O)c2c(C)cc(C)[nH]c2=O)c1
5	0	-21	14	2	14	1	0	-23	O=C1C2CCCCC2C(=O)N1c1ccc(S(=O)(=O)Nc2ncccn2)cc1 (stereo not drawn)
4	-7	4	4	0	3	-1	-1	-6	O=C1OC(c2ccccc2)(c2cc(Br)c(O)c(Br)c2)c2ccccc21 (stereo not drawn)
4	-2	9	0	4	-6	-2	4	-6	CC(=O)Nc1ccc(S(=O)(=O)N2CCC(C(=O)NCCc3ccc(Cl)cc3)CC2)cc1
5	-6	-6	8	0	9	-6	1	-12	CCN(CC)CCN(C(=O)CCOc1ccccc1)c1nc2ccc(F)cc2s1
17	1	8	0	2	-8	-1	1	-1	CC(=O)Nc1ccc2nc(-c3ccccc3)cn2c1
-6	-2	-3	5	2	8	-3	1	-8	CC(=O)N1CCCN(C(=O)c2ccc3nc(Cc4cccc(Cl)c4)oc3c2)CC1
7	-17	4	5	5	-2	-7	0	-11	COc1cc(S(=O)(=O)n2nc(C)cc2C)ccc1Cl
0	3	3	4	3	1	-3	0	0	O=C(O)c1ccc(-c2cccc(Cl)c2)o1
-4	-4	3	4	4	1	0	1	0	Cc1[nH]c(C)c(S(=O)(=O)N2CCc3ccccc32)c1C(=O)N1CCCCC1
-12	-3	2	-4	4	1	-6	4	13	CCOC(=O)C1=C(COC(=O)c2nc(Cl)ccc2Cl)NC(=O)NC1C (stereo not drawn)
6	0	5	7	3	-1	-3	1	-9	CCN(CC)C(=O)CN(C#N)c1nc(NC(C)C)nc(NC(C)C)n1
-9	1	5	12	.	-4	-1	1	-7	COc1ccc(-c2nnn(CC(=O)Nc3ccc4c(c3)OCCO4)n2)cc1OC
-18	4	-6	3	-2	12	-2	-3	4	Cc1ccc(NC2=NCC(=O)N2Cc2ccccc2)c(C)c1
0	-1	10	21	2	-2	0	2	-22	Cc1cc(NS(=O)(=O)c2ccc(NC(=O)c3ccccc3C)cc2)no1

Source: PubChem BioAssay
